VIM-2 inh = blocks Pseudomonas aeruginosa VIM-2 metallo-beta-lactamase. purified VIM-2, nitrocefin hydrolysis, epi-absorbance fluorescence. AID 1527. 290,000 tested, 0.89% active. inhibition, % at 5.6 µM;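 active means inhibition above the mean of all tested compounds plus 3 SD, cutoff set per screening run, cut at about 7.5% in these data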;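 further: red hydrolysis product quenches plate fluorescence so inhibitors raise well fluorescence; 0% = enzyme with DMSO and 100% = DMSO without enzyme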
PfM18AAP inh = blocks P. falciparum M18 aspartyl aminopeptidase; recombinant PfM18AAP, H-Glu-NHMec fluorogenic cleavage; inhibition, % at 7.35 µM; 290,000 tested, 1.2% active; AID 1822;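 active means inhibition above the campaign mean inhibition over all tested compounds plus 3 SD, cut at about 28% in these data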;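 further: 0% = plate median of test compound wells and 100% = 2 mM ZnCl2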
IDE cell activ = IDE (human) activation, cell-based | AID 493087 | P14735 | activation, % at 5.96 µM | 340,000 tested, 0.073% active | HEK cells, FAbeta-B cleavage, fluorescence polarization; 0% vehicle, 100% cell-free pure enzyme wells;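 active means activation above the mean of all tested compounds plus 3 SD, set per screening campaign, cut at about 17% in these data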
NS3 helicase inh = HCV NS3 helicase inhibition; NS3 helicase DNA unwinding, Cy5 molecular beacon fluorescence; inhibition, % at 10.9 µM; 290,000 tested, 0.56% active;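 active means inhibition above the mean of all tested compounds plus 3 SD, set per campaign, cut at about 35% in these data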;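 further: 0% = DMSO wells and 100% = thioflavine S control wells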
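Assay system: hepatitis C virus NS3 helicase domain fragment enzyme. Also added: annealed dual-labelled DNA beacon duplex, ATP-started. Timing: 1 h reaction at 25 °C, ATP-initiated. Technique: Cy5 fluorescence at 0 and 60 min, beacon hairpin quenching. Evaluation: % inhibition of unwinding. Replication: one well per compound.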
SUMO HTRF inh = inhibitors of human SUMOylation (UBC9) | inhibition, % at 35 µM | HTRF SUMOylation assay, SAE1/SAE2 + UBC9, in vitro | 290,000 tested, 0.36% active | P63279; in the data active means inhibition above about 50%, passing the limit was not always enough; further: strong numbers were not always called active
Target sequence (P63279 whole entry, looked up): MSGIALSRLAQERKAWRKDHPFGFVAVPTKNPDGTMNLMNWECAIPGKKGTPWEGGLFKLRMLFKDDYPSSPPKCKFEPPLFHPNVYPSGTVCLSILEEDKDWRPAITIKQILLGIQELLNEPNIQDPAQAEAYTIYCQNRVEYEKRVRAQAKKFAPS
IDE inh = inhibits human insulin-degrading enzyme in HEK cells; P14735; FAbetaB cleavage, fluorescence polarization; inhibition, % at 5.59 µM; 320,000 tested, 0.41% active;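 active means percent inhibition above the average of all tested compounds plus 3 SD, set per screening campaign, cut at about 16% in these data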;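 further: IDE supplied by intact live HEK cells; FP after avidin binding of uncleaved biotin substrate so inhibition keeps polarization high; 0% = DMSO wells and 100% = 60 µM reference IDE inhibitor Ii1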
DNA FID counter = fluorescent intercalator displacement, NS3 helicase counter-screen; DNA fluorescent intercalator displacement, fluorescence; inhibition, % at 7.9 µM; 290,000 tested, 0.17% active; AID 1845; in the data active means inhibition above about 37%;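 further: 0% = vehicle and 100% = reference compound; higher means more ethidium bromide displaced from hairpin DNA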
IMP-1 inh = blocks Pseudomonas aeruginosa IMP-1 metallo-beta-lactamase. inhibition, % at 5.6 µM. purified IMP-1, nitrocefin hydrolysis, epi-absorbance fluorescence. 290,000 tested, 0.45% active;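 active means inhibition above the mean plus 3 SD of all compounds in the same screening run, cut at about 4.5% in these data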;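 further: 0% = IMP-1 with DMSO and 100% = DMSO wells lacking enzyme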
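assay system = purified recombinant IMP-1 metallo-beta-lactamase enzyme | schedule = 15 min preincubation plus 25 min reaction at 25 °C | signal = Epi-absorbance fluorescence, 480 nm excitation, 530 nm emission | read-out basis = percent inhibition from optical density relative to buffer-blank wells | controls = IMP-1 with DMSO as 0%, enzyme-free DMSO as 100%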
p-CIP stab down = p/CIP protein destabilization. Q05BA5. F442A p/CIP-EGFP cells, EGFP fluorescence, 16 h. decrease of EGFP signal, % at 10 µM. 290,000 tested, 0.01% active. AID 1984;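 active means EGFP signal decrease of at least 30% at 10 µM or well 3 SD below plate mean, unless failing retest; inactive means the rest, including hits failing retest or dose response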; further: some compounds called inactive have numbers as strong as hits; many of its hits are not listed in these tables
Active calls of the source: *; . = not tested or not shown. The order is random (roughly 3.6% active in at least one column).

SMILES	VIM-2 inh	PfM18AAP inh	IDE cell activ	NS3 helicase inh	SUMO HTRF inh	IDE inh	DNA FID counter	IMP-1 inh	p-CIP stab down
O=C(Cn1c(CN2CCCCC2)nc2ccccc2c1=O)NCc1ccco1	-1.0	-0.2	6.6	7.9	20.7	-0.8	6.1	-5.4	-22.9
COc1cccc(-c2nn(-c3ccccc3)cc2/C=C(/NC(=O)c2ccccc2)C(=O)O)c1	0.3	-15.3	-1.8	15.7	23.8	7.7	-33.5	-0.3	-1.8
CN1CCC(C2(O)c3ccccc3CSc3sccc32)CC1 (stereo not given)	-1.8	-0.9	2.5	-10.8	16.9	-1.6	3.9	-4.1	-2.5
CC(C)(CNC(=O)c1sc2cc(F)ccc2c1Cl)N1CCOCC1	0.5	-1.2	-1.1	-6.0	-7.3	-5.6	-3.4	-1.8	-1.9
Nc1c(C(=O)c2ccc(Br)cc2)oc2ccccc12	-4.7	1.3	1.4	-5.0	-3.6	4.3	-0.3	-1.8	5.9
COc1ccc(S(=O)(=O)NCC(=O)N(Cc2ccco2)C(C(=O)NC(C)(C)C)C(C)C)cc1 (stereo not given)	-1.7	3.3	3.4	-0.8	3.5	2.0	-34.8	-2.9	-0.7
CCN(CC)S(=O)(=O)c1ccc(Cl)c(NC(=O)c2cc(Cl)ccc2Cl)c1	-0.7	-8.4	-4.0	12.4	-4.2	3.8	5.7	2.2	-17.0
Cc1[nH]c2ccccc2c1C(=O)COC(=O)c1cccc(S(=O)(=O)N2CCCCC2)c1	-3.0	-3.0	-4.0	2.5	-17.1	-3.4	-1.5	-3.6	-4.9
CCOc1ccc(NC(=O)CNC(=O)Cc2ccccc2)cc1	-4.1	2.4	2.2	1.7	9.7	.	-4.5	-2.4	-2.3
CCCn1ncc(C(=O)NC2CCCN(Cc3ccc(Cl)cc3)C2)c1C (stereo not given)	-2.1	-2.7	-0.7	0.2	14.5	-4.3	0.1	-2.0	-0.9
O=c1c2ccccc2nnn1Cc1ccccc1Cl	-2.9	-14.1	1.1	11.0	19.2	3.5	-1.9	-1.1	-1.9
O/N=C/c1ccc2ccccc2c1	-3.6	-1.5	-2.2	-2.6	10.7	3.4	2.5	-2.1	-8.1
CCn1c(-c2ccccc2)csc1=Nc1ccc(S(=O)(=O)O)cc1	2.1	3.1	-0.8	12.4	8.9	0.6	-35.3	-1.9	-3.2
COc1ccc(S(=O)(=O)CCC(=O)Nc2c(C)n(C)n(-c3ccccc3)c2=O)cc1	-0.9	-6.9	-1.8	2.0	19.7	3.7	-5.1	-1.0	-10.1
C=CCNC(=O)CSc1nc2ccccc2c(=O)n1CCc1ccc(OC)c(OC)c1	-2.8	5.1	-1.7	5.7	4.8	.	-37.8	-4.3	-6.7
CCC(c1nnc(SCc2nc3ccccc3s2)n1Cc1ccccc1)N(C)C (stereo not given)	-1.4	5.5	5.7	-7.8	19.0	2.9	-11.0	-3.6	-17.0
N/C(=N\OC(=O)CCC1CCCCC1)c1ccccn1	0.0	-4.9	3.5	8.7	2.2	0.3	-11.7	-1.1	-1.6
CCOC(=O)c1cnc2c(-c3ccc(F)cc3)cnn2c1C(F)(F)F	-1.8	-1.8	5.4	-7.6	35.4	.	-1.2	-1.4	-2.2
COc1ccc(CCNC(=O)C2CCN(Cc3nc(-c4ccccc4C)oc3C)CC2)cc1OC	-2.6	-2.5	0.0	-41.8	27.8	2.9	15.3	-1.0	-6.6
O=C(Nc1ccc(S(=O)(=O)N2CCOCC2)cc1)c1ccc(Cl)cc1Cl	-1.9	1.1	-2.7	-1.5	3.0	0.3	-13.8	-1.6	-14.7
CC(=O)c1ccc(N2CCCCC2)c(F)c1	-1.6	-3.7	-4.7	9.5	2.9	3.5	5.3	-1.3	-13.6
CCC(CC)C(=O)Nc1cccc(C(=O)NC(C)(C)C)c1	-1.0	3.2	1.9	6.3	-10.1	-6.5	-5.0	0.8	-5.5
CN(C)S(=O)(=O)c1cccc(NC(=O)c2ccc(OC(F)(F)F)cc2)c1	-2.4	4.9	0.6	1.6	-5.8	-0.9	-2.8	-2.7	-9.1
CCNC(=O)c1cc(Cl)ccc1OC	1.9	-14.0	1.7	-17.1	-1.9	-3.0	-3.1	-1.6	-8.3
CCOc1ccc2nc(N(CCN(C)C)C(=O)c3ccc4ccccc4c3)sc2c1	0.7	-0.6	6.2	-35.9	-5.3	6.2	9.1	-0.7	-0.1

Next compounds follow:
SMILES	VIM-2 inh	PfM18AAP inh	IDE cell activ	NS3 helicase inh	SUMO HTRF inh	IDE inh	DNA FID counter	IMP-1 inh	p-CIP stab down
Cc1ccc2[nH]c(=O)c(CN(Cc3ccco3)C(=O)N3CCOCC3)cc2c1	-1.2	-0.9	0.3	7.9	16.2	3.7	-21.8	-2.5	-5.3
S=C(Nc1ccc(Br)cc1)N1CCn2cccc2C1c1cccnc1 (stereo not given)	-1.8	5.7	1.1	-7.3	8.5	.	-12.3	-1.0	-2.3
FC(F)(F)c1ccccc1-n1c(-c2cnccn2)n[nH]c1=S	-2.5	9.2	6.0	-8.2	-4.3	-5.0	-3.4	-2.9	4.9
O=C(Nc1ccc(F)c([N+](=O)[O-])c1)C(=O)c1c(O)[nH]c2ccccc12	-1.3	15.0	4.9	-0.2	7.6	3.0	-1.9	-2.4	-11.3
CC(C)c1ccc(/C=C(/C#N)c2nnc(NC(=O)c3ccccc3)s2)cc1	-2.6	-3.3	1.6	-3.1	14.6	4.2	1.7	-2.3	-0.3
COc1ccc(N2C(=O)CC(NNc3nc4ccccc4s3)C2=O)cc1 (stereo not given)	-1.7	9.3	.	-5.7	-5.8	-3.0	-11.5	-1.9	-1.5
O=C(CN(Cc1ccco1)C(=O)Cn1nnc(-c2ccc(F)cc2)n1)NC1CCCC1	-1.5	-7.5	-0.8	-1.4	27.8	3.1	-10.0	-1.2	1.8
Cc1cc(C)c2c(N)c(C(=O)N3CCc4ccccc4C3)sc2n1	-0.3	7.0	-1.9	-0.8	9.4	6.1	-26.1	-1.3	-14.5
CCc1ccccc1NC(=O)CCS(=O)(=O)c1ccc(Br)cc1	-1.7	-5.2	3.0	21.8	3.7	-0.1	-13.5	34.2*	1.3
c1ccc2oc(NC3=NCN(C4CCCCC4)CN3)nc2c1	-1.6	-10.3	.	-6.0	27.6	-4.5	-0.6	-2.8	-15.2
COc1ccc(CN2C(=O)c3cccnc3C2=O)cc1S(=O)(=O)N(C)c1ccc(C)cc1	1.8	0.9	7.1	-18.0	-7.2	3.9	-42.3	-0.6	11.3
CC1CCc2nc(NC(=O)CN3CCN(c4ccccc4)CC3)sc2C1 (stereo not given)	-3.8	-3.4	-5.5	-0.3	-2.8	0.3	-2.0	-5.0	-2.7
Nc1nc(NCC2CCCO2)nc(Nc2ccccc2F)c1[N+](=O)[O-] (stereo not given)	-3.0	0.4	0.0	3.7	17.0	1.8	1.8	-2.9	-4.3
Cc1cc(C)c(NC(=O)c2cn3c4c(c(N5CCN(C)CC5)c(F)cc4c2=O)OCC3C)c(C)c1 (stereo not given)	-1.4	0.8	2.3	-43.7	18.4	2.0	24.4	0.8	1.0
Cc1cc2c(cc1S(=O)(=O)N1CCN(c3cccc(C(F)(F)F)c3)CC1)OCC(=O)N2	0.8	-8.8	-0.2	4.1	-13.1	3.9	-8.4	1.4	-11.4
Cn1c(=O)n(Cc2ccc(Cl)cc2)c2ccccc21	-0.8	-13.8	3.1	-2.3	-7.7	3.7	-11.5	-1.0	-3.3
COc1cccc(CN2CCN(C(=O)C3CCC(=O)N(C4CCCC4)C3)CC2)c1 (stereo not given)	-2.8	-8.0	1.5	1.7	19.6	2.8	-31.0	0.1	-15.4
COc1cccc(C(=O)NC(=O)Nc2cc(C)[nH]n2)c1	-0.5	-0.6	5.8	-5.6	0.8	-3.6	-1.6	-2.5	-13.7
O=C1C2C3C=CC(C4CC34)C2C(=O)N1Cc1ccccc1 (stereo not given)	-2.6	3.9	-3.3	-9.6	18.8	4.3	-8.0	-3.0	-6.4
COc1ccc(CCNC(=O)CCN2C(=O)[C@@H]3Cc4ccccc4CN3C2=O)cc1OC	-0.9	-10.8	0.9	-2.6	8.4	0.7	-32.1	-0.8	-1.9
CCn1c(CC(=O)Nc2ccc(C)cc2)nnc1SCC(=O)N1CCN(c2ccccc2)CC1	-5.6	-3.7	-3.7	-3.4	-12.4	1.8	-41.2	-3.1	13.3
COCC(=O)N(C)c1nnc(-c2cnccn2)s1	-3.1	-9.3	1.4	7.9	-2.1	4.4	-1.1	-3.1	-7.9
Cc1ccc(C)c(NC(=S)NCC(c2ccccc2)N(C)C)c1 (stereo not given)	2.4	-15.4	2.9	-9.3	7.0	0.5	12.7	1.1	10.7
COc1cccc(CN(C(=O)c2cc3ccccc3oc2=O)C2CCS(=O)(=O)C2)c1 (stereo not given)	-2.2	-5.5	-1.5	11.8	9.0	-2.6	-21.7	-2.5	-2.1
CCOC(=O)Cc1csc(Nc2ccc(Cl)cc2)n1	-5.1	1.3	3.3	2.1	-6.3	-0.9	-10.4	-1.3	-3.1

Later entries:
SMILES	VIM-2 inh	PfM18AAP inh	IDE cell activ	NS3 helicase inh	SUMO HTRF inh	IDE inh	DNA FID counter	IMP-1 inh	p-CIP stab down
O=C(c1ccco1)N1CCN(CCCCN2C(=O)c3ccccc3C2=O)CC1	-1.0	-0.6	1.7	1.1	12.0	0.1	-7.9	-3.6	4.1
COc1ccc(CC(=O)n2nc(-c3ccccc3)nc2NCc2ccco2)cc1	-1.6	2.8	5.5	6.5	-5.0	11.4	0.1	-2.2	-2.0
Cc1cc2nc(C3CCCN(C(=O)NCc4ccccc4)C3)[nH]c2cc1C (stereo not given)	-0.2	-2.9	0.9	-16.0	-18.3	-6.8	4.6	-1.7	10.9
C=CCn1c(SCc2c(C)noc2C)nnc1C1COc2ccccc2O1 (stereo not given)	1.6	13.8	2.5	-9.0	24.6	1.9	-17.6	-0.8	-11.7
CN=c1scc(-c2ccccc2Br)n1/N=C/c1ccc[nH]1	-5.6	13.5	.	25.6	13.8	2.1	-6.0	-4.6	-13.1
C#CCNC(=O)C1=C[C@H](C2CCCCC2)C[C@H](OCc2ccc(CO)cc2)O1	-2.1	3.6	1.5	8.6	-11.1	-3.0	-36.5	-1.7	-9.3
CCOc1ccc(C(=O)CC(NCc2cccs2)C(=O)O)cc1 (stereo not given)	-2.7	-17.6	-7.0	21.3	21.5	4.2	-5.2	-2.1	-32.2
Cc1ccc(C)c(C(=O)CSc2n[nH]c(C(C)C)n2)c1	-0.6	2.0	4.0	-1.5	-29.2	6.5	-8.5	-3.5	-4.5

Three compounds drawn at random from the list so far, as already listed:
SMILES	VIM-2 inh	PfM18AAP inh	IDE cell activ	NS3 helicase inh	SUMO HTRF inh	IDE inh	DNA FID counter	IMP-1 inh	p-CIP stab down
C#CCNC(=O)C1=C[C@H](C2CCCCC2)C[C@H](OCc2ccc(CO)cc2)O1	-2.1	3.6	1.5	8.6	-11.1	-3.0	-36.5	-1.7	-9.3
CN=c1scc(-c2ccccc2Br)n1/N=C/c1ccc[nH]1	-5.6	13.5	.	25.6	13.8	2.1	-6.0	-4.6	-13.1
Cc1ccc(C)c(C(=O)CSc2n[nH]c(C(C)C)n2)c1	-0.6	2.0	4.0	-1.5	-29.2	6.5	-8.5	-3.5	-4.5
